D1 antag = Antagonist of Human D 1 Dopamine Receptor: qHTS | AID 504652, 2011 | activity change, negative = inhibition, % at 10 µM | D(1A) dopamine receptor (Homo sapiens), P21728 | HEK293 TREx D1 cells, calcium flux, dopamine EC80; hits give low values | 360,000 tested, 3.2% active; in the data active means activity change below about -30%; further: on the % scale 0 is the no-effect control and ±100 the full control effect
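Kinetic fluorescence of a calcium dye serves as the read-out. D1-expressing Hek293 Trex cells, induced overnight at 30 C, are exposed to compound for 180 s before an EC80 dopamine addition, then read 180 s further.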
D1 ag = Allosteric Agonists of the Human D1 Dopamine Receptor: qHTS | D(1A) dopamine receptor (Homo sapiens), P21728 | HEK293 T-REx D1 cells, calcium flux, agonist mode | activation, % at 2 µM | 360,000 tested, 1% active | AID 504660, 2011; in the data active means activation above about 30%; further: 0% is about no effect
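Tetracycline-induced HEK293 TREx D1 cells, force-coupled to calcium signalling, were dye-loaded with a no-wash calcium kit. Compound was pin-added after a 10 s baseline. Fluorescence was read kinetically at 1 cycle/s for 180 s, with calcium rises flagged as agonism.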
LDHA block = qHTS assay for inhibitors of human lactate dehydrogenase; L-lactate dehydrogenase A chain (Homo sapiens), P00338; purified LDHA, NADH/diaphorase-resazurin fluorescence; hits give low values; activity change, % (values are at about 110 or 230 µM); 480,000 tested, 0.15% active; AID 1347041, 2019; in the data active means activity change below about -30%; inconclusive means mostly about -25% to -30%;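 further: plate controls were DMSO wells for no effect and wells without enzyme for full effect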
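Human LDH5 at 2 nM final in Tris HCl pH 7.4 with 0.06 mM NADH and 0.2 mM pyruvate, reacted 5 minutes at room temperature. Remaining NADH coupled via diaphorase/resazurin; resorufin fluorescence read at 0 and 20 minutes, normalized to enzyme-free and DMSO wells.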
Vif-APOBEC3F blk = qHTS for Inhibitors of Vif-A3F Interactions: qHTS | HeLa A3F-eYFP + Vif (tagged APOBEC3F with the HIV-1 protein that degrades it), YFP fluorescence increase | Potency, µM (series often up to 46.1 µM), without a hit: at the highest dose activity, negative = active | 390,000 tested, 0.2% active | AID 602313, 2012; further: potency means the concentration at half of the fitted maximal effect; % of control where 0% means no effect; nearly all actives have a fitted effect of over 65% in size
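Fluorescence increase (Ex 488/Em 500-530) after overnight compound treatment at 37 deg C flags inhibition of Vif-driven A3F-eYFP loss in stable HeLa A3F-eYFP/Vif cells seeded overnight beforehand.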
GRP78 ERSR act = qHTS for Inducers of the Endoplasmic Reticulum Stress Response (ERSR) in Human Glioma: qHTS; U87-MG GRP78 promoter luciferase reporter, 16 h; Potency, µM, without a hit: top-dose activation, actives largely listed as activators; 420,000 tested, 0.02% active; further: potency means the concentration at half of the fitted maximal effect; series mostly up to about 76 µM; % of control where 0% means no effect; nearly all actives have a fitted effect of over 35% in size
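Stably transfected U87-MG glioma cells carrying a GRP78-based luciferase sensor; 16 h compound incubation. Luminescence end-point read 10 min after Bright-Glo addition at room temperature.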
D2 PAM = HTS Assay for Positive Allosteric Modulators of the Human D2 Dopamine Receptor: Primary Screen for Potentiators. HEK293 T-REx D2, calcium flux, EC20 dopamine potentiation. potentiation, % at 10 µM. 340,000 tested, 0.34% active;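 active means potentiation over 3 SD above the plate norm, cut at about 30% in these data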; further: 0% is about no effect
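Tetracycline-induced Hek293 Trex D2 cells, force-coupled to calcium, loaded with no-wash calcium dye. Compound added with 180 s kinetic read for agonism, then EC20 dopamine and a further 180 s read for potentiation.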
Vif-A3G inh = qHTS for Inhibitors of Vif-A3G Interactions: qHTS | AID 602310, 2012 | DNA dC->dU-editing enzyme APOBEC-3G (Homo sapiens), Q9HC16 | 410,000 tested, 0.076% active | Potency, µM (top dose mostly 46.1 µM), for inactives: at the top dose activity, negative = active, hits mostly inhibitors | HeLa A3G-eYFP + Vif (tagged APOBEC3G with the HIV-1 protein that degrades it), YFP fluorescence, overnight;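 further: potency means the concentration at half of the fitted maximal effect; on the % scale 0 is the no-effect control and ±100 the full control effect; nearly all actives have a fitted effect of over 60% in size; hits raise eYFP signal because A3G escapes Vif-driven loss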
Target sequence (Q9HC16 whole entry, looked up): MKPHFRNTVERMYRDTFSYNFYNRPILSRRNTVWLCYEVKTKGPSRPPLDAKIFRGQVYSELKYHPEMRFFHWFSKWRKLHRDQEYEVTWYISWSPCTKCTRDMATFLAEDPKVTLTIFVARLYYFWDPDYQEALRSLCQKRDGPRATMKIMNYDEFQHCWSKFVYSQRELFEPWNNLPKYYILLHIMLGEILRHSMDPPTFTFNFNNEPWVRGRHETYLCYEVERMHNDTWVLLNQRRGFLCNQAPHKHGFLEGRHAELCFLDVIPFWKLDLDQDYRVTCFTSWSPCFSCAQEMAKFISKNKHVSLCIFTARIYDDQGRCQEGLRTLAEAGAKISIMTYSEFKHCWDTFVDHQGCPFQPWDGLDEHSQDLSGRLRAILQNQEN
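HeLa cells stably expressing Vif and C-terminally eYFP-tagged A3G, seeded overnight at 37 deg C, then exposed to compound by pintool overnight at 37 deg C. Rise in yellow fluorescence (Ex 488/Em 500-530, Acumen) marks blocked Vif-driven A3G degradation.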
RXFP1 ag = qHTS Assay for Agonists of the Relaxin Receptor RXFP1 | Relaxin receptor 1 (Homo sapiens), Q9HBX9 | HEK293T-RXFP1 cAMP TR-FRET, 30 min; response scale: percent of porcine relaxin response, buffer zero | Potency, µM (top dose mostly 57.5 µM), for the others: at the top dose activation, hits mostly activators | 370,000 tested, 0.3% active; further: potency means the concentration at half of the fitted maximal effect; on the % scale 0 is the no-effect control and ±100 the full control effect; nearly all actives have a fitted effect of over 60% in size; many of its hits are not listed in these tables
Target sequence (Q9HBX9 whole entry, looked up): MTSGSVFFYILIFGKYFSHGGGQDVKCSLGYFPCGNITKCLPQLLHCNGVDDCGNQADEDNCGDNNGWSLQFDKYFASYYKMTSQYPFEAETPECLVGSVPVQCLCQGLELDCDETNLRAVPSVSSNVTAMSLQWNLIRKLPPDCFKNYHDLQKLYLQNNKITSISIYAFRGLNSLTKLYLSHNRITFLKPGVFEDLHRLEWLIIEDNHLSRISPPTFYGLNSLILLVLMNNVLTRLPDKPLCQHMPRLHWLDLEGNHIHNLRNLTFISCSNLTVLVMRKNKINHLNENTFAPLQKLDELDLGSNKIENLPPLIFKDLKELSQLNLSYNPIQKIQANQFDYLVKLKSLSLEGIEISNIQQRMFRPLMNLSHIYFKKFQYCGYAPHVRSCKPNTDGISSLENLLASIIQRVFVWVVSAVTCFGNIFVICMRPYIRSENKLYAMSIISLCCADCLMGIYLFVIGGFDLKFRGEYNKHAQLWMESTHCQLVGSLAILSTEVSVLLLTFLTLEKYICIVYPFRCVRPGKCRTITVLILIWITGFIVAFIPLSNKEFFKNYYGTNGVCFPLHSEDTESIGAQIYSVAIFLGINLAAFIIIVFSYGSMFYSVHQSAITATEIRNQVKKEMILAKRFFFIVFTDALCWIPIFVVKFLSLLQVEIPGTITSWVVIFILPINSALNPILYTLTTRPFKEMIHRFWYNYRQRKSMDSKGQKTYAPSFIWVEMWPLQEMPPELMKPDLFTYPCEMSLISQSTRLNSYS
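HEK293T cells stably expressing RXFP1 were pretreated with the PDE4 inhibitor Ro 20174, exposed to compounds for 30 min at 37C, lysed, and cAMP was read by TR-FRET. Data normalized to buffer (basal) and 29 nM porcine relaxin (100%).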
D1 potentiator = Potentiators of Human D1 Dopamine Receptor: qHTS. potentiation, % at 10 µM. AID 504651, 2011. 360,000 tested, 0.036% active. D(1A) dopamine receptor (Homo sapiens), P21728. HEK293 TREx D1 cells, calcium flux, dopamine EC20 potentiation; in the data active means potentiation above about 30%; further: 0% is about no effect
Numbers without * were called inactive; u = inconclusive; x = no result given. Unless noted, the call rests on the fitted dose curve; in most records, active means well fitted curve in the direction sought with a large enough effect; inconclusive means small, poorly fitted or top-dose-only effect, or another doubt; inactive means no such curve, though single readings can be large; an effect the other way counts as inactive or inconclusive. Not all compounds are listed (hit frequency here may not be typical).

SMILES	D1 antag	D1 ag	LDHA block	Vif-APOBEC3F blk	GRP78 ERSR act	D2 PAM	Vif-A3G inh	RXFP1 ag	D1 potentiator
CCN(CCO)C(=S)Nc1cc(C(=O)OC)ccc1C(=O)OC	12	3	-1	-2%	-4%	4	-14%	-0.7%	-2
CCOC(=O)C1CCN(c2ncnc3c2nnn3Cc2ccccc2Cl)CC1	-12	4	-8	4%	0%	17	0%	2.8%	0
CCOc1ccc(NC(=O)c2cccc3ccccc23)cc1	-18	2	-3	-1%	3%	-2	-10%	2.5%	1
COc1ccc(-c2c(-c3ccc(O)cc3O)n[nH]c2C)cc1OC	-5	1	6	0%	-2%	1	-28%	1.7%	2
Cc1ccc(NC(=S)NC2CCCCC2)cc1S(=O)(=O)N(C)C	-34*	28	-3	-1%	1%	3	9%	-2.7%	-8
CC(=O)N1CC2(c3ccccc3)CN(C(C)=O)CC(c3ccccc3)(C1)C2=O	-8	3	4	-1%	-2%	x	0%	2.5%	2
CCc1ccc(-n2nc3cc(C)c(NC(=O)c4cccc5ccccc45)cc3n2)cc1	4	-1	-4	3%	-1%	-1	-1%	18%	-1
CCCC(=O)N1CCN(c2nnc(-c3ccccc3)c3ccccc23)CC1	0	1	-18	1%	-2%	-2	1%	0.3%	0
Cc1ccc(S(C)(=O)=NC(=O)c2cc(C)on2)cc1 (configuration not stated)	-9	3	-6	-13%	-6%	x	0%	3.1%	-6
COc1ccc(NC(=S)N(CCC(C)C)C2CCN(C(C)C)CC2)cc1	-9	3	2	2%	-6%	-16	-1%	-4.1%	7
COc1ccccc1NC(=O)c1ccc(Br)c(S(=O)(=O)N2CCCC2)c1	18	3	-3	u	-2%	11	-1%	3.7%	0
CC1CCC2(CC1)NC(CO)(CO)CO2 (configuration not stated)	7	0	-8	0%	-4%	4	-4%	1.1%	-5
O=C(Nc1ccccc1C(F)(F)F)C1CCN(c2nnc(-n3cccc3)s2)CC1	-12	7	1	-7%	-2%	8	-4%	0.2%	-5
COc1ccccc1C(=O)NCCC(=O)N1CCN(S(=O)(=O)c2ccc(Cl)cc2)CC1	-10	-2	-3	-1%	-2%	-21	-1%	-0.1%	3
COC(=O)c1cc(S(=O)(=O)NCCc2sccc2C)c[nH]1	-7	25	-4	0%	1%	3	0%	0.5%	1
O=C(c1ccc2c(c1)N(Cc1ccccc1F)C(=O)c1ccccc1S2(=O)=O)N1CCC(Cc2ccccc2)CC1	9	0	-9	-6%	-2%	4	0%	-2.8%	0
O=C(CNC(=O)c1ccccc1)NC1(C(=O)NC2CCCCC2)CCCCC1	8	3	-7	-20%	2%	-1	0%	-0.8%	5
COc1ccc(-c2nc(-c3cc4cc(Br)ccc4oc3=O)cs2)cc1	-9	3	-1	1%	-2%	8	-3%	0.0%	2
CN(CC(=O)OCC(=O)c1c(N)n(C)c(=O)n(C)c1=O)S(=O)(=O)c1ccc(Cl)cc1	-9	5	-3	7%	-2%	-6	-6%	5.7%	1
Cn1c(NCCN2CCOCC2)nc2c1c(=O)n(Cc1cccc(Cl)c1)c(=O)n2C	8	1	-6	x	2%	3	-7%	1.1%	-6
Cc1ccc(S(=O)(=O)N2CCOCC2)cc1NC(=O)COC(=O)CNC(=O)c1ccc(Cl)cc1Cl	1	2	-10	4%	-2%	12	3%	0.2%	3
COCC(=O)Nc1ccc2c(c1)[C@@H]1C[C@H](CC(=O)NCc3cccc(F)c3)O[C@@H](CO)[C@@H]1O2	x	x	-1	1%	-2%	x	2%	x	x
CN(C(=O)c1ccccc1)C(=O)c1ccccc1	x	x	1	-2%	0%	x	-4%	x	x
COC(=O)c1ccccc1NC(=O)c1cccc(COc2ccccc2Cl)c1	2	9	-3	u	-14%	-1	u	0.3%	-8
Cc1cc2occ(CC(=O)N(CCC(C)C)c3c(N)n(Cc4ccccc4)c(=O)[nH]c3=O)c2cc1C	2	0	-16	-4%	-1%	-5	-3%	0.1%	10
COc1cccc(CNC(=O)CCC(=O)N2CC(C)Oc3ccccc32)c1OC (configuration not stated)	22	1	-1	2%	-2%	-2	-1%	0.8%	6
CC1(C)CC(=O)c2sc(NC(=O)Cc3cccs3)nc2C1	6	0	-11	-9%	3%	-14	0%	13%	-3
CCCCCCCN1C(Nc2ccccc2)=NC[C@@H]1C	-5	18	1	2%	-5%	6	4%	-1.4%	-10
CCCOc1ccc(CNC(=O)CCC(=O)n2ncc3cc(C)ccc32)cc1	0	1	-3	8%	-4%	-10	0%	20%	-5
CCOC(=O)C1=C(Cn2cnc3ccccc32)NC(=O)NC1c1ccc(OC)cc1 (configuration not stated)	8	-1	-5	-15%	-1%	0	-2%	0.7%	2
O=C(NCCCn1ccnc1)c1cc(-c2ccc(Br)cc2)on1	9	10	-12	4%	3%	-8	-1%	-0.4%	-5
COc1ccc(C(=O)NCCCCNC(=O)c2ccc(OC)c(OC)c2)cc1OC	-9	4	-2	6%	-8%	0	-6%	0.6%	-5
CCN(CC)c1ccc(NC(=O)c2ccc(NC(=O)C3CCCO3)cc2)c(C)c1 (configuration not stated)	1	3	2	0%	-4%	3	-10%	-2.4%	-1
O=C(c1cc2ccccc2cc1O)N1CCN(c2ccc([N+](=O)[O-])cc2)CC1	-8	8	-2	11%	-2%	-9	1%	1.1%	-2
O=C(NCc1ccc2c(c1)OCO2)c1ccc2c(c1)C(=O)N(CC1CCCO1)C2=O (configuration not stated)	0	4	-11	-4%	-3%	2	0%	0.9%	-5
O=[N+]([O-])c1ccc2nnn(O)c2c1	3	4	12	-2%	-1%	4	-1%	3.9%	4
CCc1nnc(NC(=O)c2ccc(Cl)c(S(=O)(=O)N3CCc4ccccc4C3)c2)s1	-12	10	-8	-2%	-6%	2	1%	12%	-7
Cc1ccc(SC(C)C(=O)Nc2ccc(S(=O)(=O)N3CCOCC3)cc2)cc1 (configuration not stated)	5	46*	4	-3%	-4%	-6	0%	0.8%	-2
COc1ccc2c(c1)CC(C(=O)NCCCN1CCN(c3ccc(F)cc3)CC1)CO2 (configuration not stated)	11	13	-1	0%	-2%	-24	-5%	-0.1%	-2
CCN1CCN(c2c(S(=O)(=O)c3ccc(Cl)cc3)cnc3ccccc23)CC1	6	1	-9	2%	-1%	x	0%	6.4%	-1

Three entries from above, arranged by the number in D1 ag, lowest first.
Compound | D1 ag
CCN(CC)c1ccc(NC(=O)c2ccc(NC(=O)C3CCCO3)cc2)c(C)c1 (configuration not stated) | 3
COC(=O)c1ccccc1NC(=O)c1cccc(COc2ccccc2Cl)c1 | 9
CCCCCCCN1C(Nc2ccccc2)=NC[C@@H]1C | 18

Later entries.
SMILES	D1 antag	D1 ag	LDHA block	Vif-APOBEC3F blk	GRP78 ERSR act	D2 PAM	Vif-A3G inh	RXFP1 ag	D1 potentiator
CS(=O)(=O)N(Cc1ccc(C(=O)NC2CCCCC2O)cc1)c1ccccc1 (configuration not stated)	-8	3	-4	3%	-4%	6	0%	1.0%	-2
CCOc1nc(NC(=O)NS(=O)(=O)Oc2cccc(F)c2)nc(-c2ccccc2)n1	-1	-1	3	5%	0%	14	-1%	0.0%	-2
COc1ccc(S(=O)(=O)N2CCCOC2CNC(=O)C(=O)NCCCN2CCOCC2)cc1 (configuration not stated)	14	2	-5	0%	-4%	-5	-1%	-0.3%	4
CSc1ccccc1NC(=O)c1onc(C)c1Cl	-19	1	-4	-5%	-3%	12	-1%	1.8%	-4
Cc1ccccc1OCCC(=O)OCC(=O)Nc1ccc2[nH]c(=O)[nH]c2c1	0	5	-10	4%	-3%	2	-1%	0.9%	-4
CCOc1ccc2nc(N(Cc3cccnc3)C(=O)c3cccs3)sc2c1	x	-3	-7	1%	2%	0	3%	1.8%	0
COc1ccc(-c2cn3c(C)c(C(=O)N4CCN(c5ccccc5F)CC4)sc3n2)cc1	-1	1	-8	6%	-2%	8	5%	0.3%	-10
CN(C)c1cccc(C(=O)N/N=C/c2ccoc2)c1	x	x	-6	-28%	-2%	x	0%	x	x
CCc1ccc(CNC(=O)CCCn2ccc3cc(S(=O)(=O)N4CCCC4)ccc32)cc1	-1	6	-3	-13%	-5%	-10	-17%	-1.2%	-2
O=C(CSc1n[nH]c(-c2ccc(S(=O)(=O)N3CCCCC3)cc2)n1)Nc1nccs1	-12	1	-5	-1%	-7%	0	-11%	-0.2%	8
O=C(CSc1n[nH]c(-c2cccs2)n1)N1CCN(S(=O)(=O)c2ccccc2)CC1	-59*	7	0	3%	-3%	7	1%	0.8%	-11
Cc1ccc(S(=O)(=O)NCC2CCCO2)cc1[N+](=O)[O-] (configuration not stated)	-6	4	-4	-11%	2%	9	-1%	4.8%	-6
CCCn1ncc([C@@H]2C[C@H]3CN(Cc4cccc(Cl)c4)C(=O)[C@]34CCCN24)c1C	-31*	0	-1	-28%	-3%	-6	-4%	-1.0%	0
Cc1cc(C)n2nc(-c3ccco3)nc2n1	14	3	-4	13%	5%	1	2%	5.5%	5
O=C(NCCCN1CCOCC1)C1CCN(S(=O)(=O)c2c(Cl)cccc2Cl)CC1	-2	1	-1	-3%	0%	-3	-4%	-1.6%	-7

2 entries picked at random from the list so far, as already listed:
SMILES	D1 antag	D1 ag	LDHA block	Vif-APOBEC3F blk	GRP78 ERSR act	D2 PAM	Vif-A3G inh	RXFP1 ag	D1 potentiator
Cc1ccc(S(=O)(=O)NCC2CCCO2)cc1[N+](=O)[O-] (configuration not stated)	-6	4	-4	-11%	2%	9	-1%	4.8%	-6
COc1ccccc1NC(=O)c1ccc(Br)c(S(=O)(=O)N2CCCC2)c1	18	3	-3	u	-2%	11	-1%	3.7%	0
